Screening results deposited in PubChem by Sanford-Burnham Center for Chemical Genomics.
SKN-1 inh = suppressors of acrylamide-induced Pgst-4::GFP reporter in worms, primary screen, SKN-1 inhibitor project, whole organism, uHTS, GFP/RFP fluorescence ratio, strain VP596; C. elegans VP596 Pgst-4::GFP/RFP ratio, 24 h; inhibition, % at 21.8 µM; 360,000 compounds, 0.49% hits; AID 624304, 2012;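 active = interference check ratio from 0.5 to 1.5 plus GFP to RFP signal ratio inhibition reaching or exceeding a fixed threshold, cut at about 30% in these data, passing the limit was not always enough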; also: some compounds called inactive have numbers as strong as hits
LMPTP inh = LMPTP phosphatase inhibitors, primary screen, biochemical, fluorescence intensity, uHTS | Low molecular weight phosphotyrosine protein phosphatase (Homo sapiens), P24666 | recombinant LMPTP-A, OMFP fluorogenic substrate | inhibition, % at 20 µM | 360,000 compounds, 0.22% hits | AID 651560, 2012;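 active = compounds that cut the enzyme signal by at least half of the control window in the single-dose screen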;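 also: plate controls were DMSO wells with enzyme plus substrate for no effect and substrate without enzyme for full effect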
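Test system – LMPTP-A phosphatase enzyme · Quantity – 0.625 nM LMPTP-A final · Reagent – OMFP substrate, 400 µM final · Dosing – one test concentration per compound, 20 µM, with 3% DMSO overall · Timing – 50 min enzyme reaction at room temperature, protected from light · Detection – fluorescence intensity · Controls – substrate-only low control, DMSO enzyme-plus-substrate high control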
NRP1-CendR mod = modulators of CendR peptide binding to NRP-1, primary screen, biochemical, fluorescence polarization, uHTS; Neuropilin-1 (Homo sapiens), O14786; FAM-RPARPAR peptide binding to NRP-1; inhibition, % at 25 µM; 360,000 compounds, 0.85% hits;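 active = inhibition or corrected inhibition above about 18%, plus a signal ratio from 0.5 to 1.5, limit read from the data, passing the limit was not always enough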; also: strong numbers were not always called active
Rpn11 inh = Rpn11 (PSMD14) deubiquitinase inhibitors, primary screen, biochemical, fluorescence polarization, uHTS. 26S proteasome non-ATPase regulatory subunit 14 (Homo sapiens), O00487. human 26S proteasome, Ub4-pepOG fluorescence polarization; 20S core pre-blocked with epoxomicin. calls only at 20 µM. 360,000 compounds, 0.59% hits;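 active = inhibition at 20 µM, scaled to each plate's controls, above about 33%, limit read from the data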
NadD inh = inhibitors of S. aureus NadD, primary screen, biochemical, colorimetric, uHTS; 360,000 compounds, 0.78% hits; AID 602399, 2012; Nicotinate-nucleotide adenylyltransferase NadD (Staphylococcus aureus N315); inhibition, % at 20 µM; purified NadD enzyme, colorimetric absorbance read-out; in the data active = inhibition above about 26%; also: some compounds past the cut are filed as inactive
Scp1 inh = Scp-1 phosphatase inhibitors, primary screen, biochemical, colorimetric, uHTS; AID 493091, 2011; Recombinant Scp1, phosphopeptide, malachite green phosphate absorbance; 340,000 compounds, 0.88% hits; inhibition, % at 20 µM;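 active = inhibition above about 50% at 20 µM, limit read from the data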;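 also: plate controls were DMSO wells with enzyme for no effect and wells lacking enzyme for full effect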
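Incubation: 45 min enzyme reaction at room temperature / System: truncated SCP-1 phosphatase (76-261aa) / Reagent: Phospho 17-mer peptide substrate / Buffer or medium: Acidic Tris acetate buffer with magnesium and detergent / Signal: absorbance at 630 nm / Doses: one concentration, 20 µM, with 1.0% DMSO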
DNMT1 block = human DNMT1 methyltransferase inhibitors, primary screen, biochemical, molecular beacon, fluorescence, HinP1I cleavage, uHTS | DNA (cytosine-5)-methyltransferase 1 (Homo sapiens), P26358 | inhibition (reported as % activation of signal), % at 10 µM | 360,000 compounds, 0.83% hits; in the data active = inhibition above about 50%
Target sequence (P26358 504-1616 limits assumed): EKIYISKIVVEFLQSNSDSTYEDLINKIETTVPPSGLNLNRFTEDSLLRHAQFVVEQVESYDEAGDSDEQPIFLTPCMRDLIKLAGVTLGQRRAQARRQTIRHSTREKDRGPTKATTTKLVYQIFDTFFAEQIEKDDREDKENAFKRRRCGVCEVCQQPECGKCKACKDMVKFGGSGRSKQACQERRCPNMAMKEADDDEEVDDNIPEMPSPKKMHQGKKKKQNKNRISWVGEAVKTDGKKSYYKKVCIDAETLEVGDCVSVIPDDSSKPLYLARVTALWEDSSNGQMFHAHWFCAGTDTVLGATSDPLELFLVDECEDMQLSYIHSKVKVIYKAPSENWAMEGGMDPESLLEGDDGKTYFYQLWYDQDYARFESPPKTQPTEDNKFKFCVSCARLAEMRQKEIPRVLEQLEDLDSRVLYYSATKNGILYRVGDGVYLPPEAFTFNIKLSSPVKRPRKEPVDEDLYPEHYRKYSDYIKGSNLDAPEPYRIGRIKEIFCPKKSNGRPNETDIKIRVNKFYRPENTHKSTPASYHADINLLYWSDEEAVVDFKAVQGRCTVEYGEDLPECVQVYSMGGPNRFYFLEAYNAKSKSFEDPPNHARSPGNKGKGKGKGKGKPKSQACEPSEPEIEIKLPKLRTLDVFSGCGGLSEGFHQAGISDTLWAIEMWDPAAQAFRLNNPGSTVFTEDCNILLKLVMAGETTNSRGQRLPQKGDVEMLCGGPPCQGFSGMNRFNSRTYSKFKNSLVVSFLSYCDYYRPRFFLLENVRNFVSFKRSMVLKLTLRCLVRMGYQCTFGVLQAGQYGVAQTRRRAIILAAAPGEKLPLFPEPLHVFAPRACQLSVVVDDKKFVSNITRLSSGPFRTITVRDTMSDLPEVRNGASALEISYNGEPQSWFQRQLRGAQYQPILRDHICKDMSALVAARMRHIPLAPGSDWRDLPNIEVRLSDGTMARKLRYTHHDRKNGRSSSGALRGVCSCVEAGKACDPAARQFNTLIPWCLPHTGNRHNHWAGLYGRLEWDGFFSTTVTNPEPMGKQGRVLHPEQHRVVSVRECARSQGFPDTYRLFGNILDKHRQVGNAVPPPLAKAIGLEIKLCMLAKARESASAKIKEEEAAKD
MT1-MMP act inh = blockers of MT1-MMP proenzyme processing, primary screen, HT1080 RFP-PRO-GFP cells, GFP/RFP fluorescence; GFP/RFP ratio change, % at 20 µM; GFP/RFP ratio fluorescence, overnight; percent of plate control window, DMSO zero; AID 651647, 2012; Matrix metalloproteinase-14 (Homo sapiens), P50281; 360,000 compounds, 0.061% hits;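 active = GFP/RFP ratio change of at least 30% with cell ATP level not reduced by more than half and red fluorescence within 50% of control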; also: strong numbers were not always called active
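Assay system: HT1080 RFP-PRO-GFP cells. Benchmarks: DMSO vehicle wells and RFP-L50D-GFP reporter cell wells. Times: overnight cell settling, then overnight compound exposure, 37 °C, 5% CO2. Compound: 20 µM single dose, 1% DMSO. Read-out basis: GFP/RFP fluorescence ratio.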
SUMO1 PPI mod = modulators of SUMO1 protein-protein interactions, primary screen, biochemical, uHTS; Small ubiquitin-related modifier 1 (Homo sapiens), P63165; SUMO1 binding to a labelled peptide, TR-FRET, 1 h; inhibition, % at 20 µM; 360,000 compounds, 0.33% hits; AID 602429, 2012; in the data active = inhibition above about 37%
STEP block = STEP phosphatase inhibitors, primary screen, biochemical, fluorescence intensity, uHTS | AID 588621, 2011 | inhibition, % at 20 µM | Tyrosine-protein phosphatase non-receptor type 5 (Homo sapiens), P54829 | recombinant STEP, OMFP fluorogenic substrate | 360,000 compounds, 0.25% hits;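 active = inhibition at 20 µM, scaled per plate between control wells, above about 37%, limit read from the data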;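 also: 0% = DMSO with enzyme and substrate and 100% = substrate only without enzyme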
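medium = Bis-Tris buffer pH 6.0, 2.5 mM DTT, 0.005% Tween 20 | test system = STEP (striatal-enriched tyrosine phosphatase) enzyme, cell-free | measure = normalized % inhibition | compound dosing = 20 µM, 1% DMSO | also added = 25 µM OMFP | schedule = reaction 20 min, ambient temperature | measured by = fluorescence read at 480 nm ex / 540 nm em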
An asterisk follows results filed as active; i = inactive; / = no result given. Random draw from the library; 3.9% or so of the library scored in one or more.

smiles	MT1-MMP act inh	Rpn11 inh	LMPTP inh	SUMO1 PPI mod	SKN-1 inh	NadD inh	NRP1-CendR mod	Scp1 inh	DNMT1 block	STEP block
CCN(CC)CCN(C(=O)/C=C/c1cccs1)c1nc2ccc(OC)cc2s1	-2	i	-0.3	6	29	-3	5	-13	1	-1
Cc1ccc(S(=O)(=O)N(C)C)cc1NC(=O)COC(=O)c1ccc(Cl)cc1	-1	i	-0.7	-2	-5	-4	-3	-4	0	3
Cc1cc(C)nc(Oc2ccc(Br)cc2)n1	3	i	-1.0	3	-6	-1	6	6	1	0
COc1ccc(C(=O)NCCCSC)cc1OC1CCN(C(C)C)CC1	3	i	-3.1	1	0	-3	-8	0	1	3
O=C(/C=C\c1ccco1)Nc1cc([N+](=O)[O-])ccc1F	24	i	-1.3	-6	13	-2	4	-2	-6	0
CNc1ccccc1C(=O)OCC(=O)N(CCOC)c1c(N)n(CC(C)C)c(=O)[nH]c1=O	1	i	-0.1	4	8	4	-2	-12	2	-1
CCc1nc(SCC(=O)Nc2cc(C)ccc2OC)c2c(C)c(C)sc2n1	-7	i	3.8	-9	-10	-1	0	-3	4	5
Cc1ccc(CN2CCN(C(=O)CCC(=O)Nc3nnc(C(C)C)s3)CC2)c(C)c1	-2	i	0.3	-3	22	1	7	-2	0	0
Cc1ccccc1CCNC(=O)C1CCC(=O)N(Cc2ccc(Cl)cc2)C1 (stereo not drawn)	2	i	-1.0	0	9	-2	-11	-7	0	-2
Cc1ccc(C(=O)N2CCCC(c3ccc(Cl)cc3)=N2)cc1	1	i	2.3	-4	-4	0	6	-14	-4	2
COCCN(C(=O)COC(=O)CSc1ccc(Cl)cc1)c1c(N)n(CC(C)C)c(=O)[nH]c1=O	2	i	-0.5	3	4	0	4	1	0	-1
CCCCC(=O)NC(=S)Nc1cccc(NC(=O)CC)c1	5	i	-0.5	-6	-8	0	8	-2	1	0
CCc1cc(=O)oc2cc(OCc3ccc(C(=O)O)o3)ccc12	-1	i	-0.7	0	10	-2	17	18	8	8
O=C(O)c1cc2c(cc1Br)OCCCO2	-2	i	-1.8	-2	9	1	-8	-1	4	-3
Cc1ccc(Nc2nc(N)nc(-c3oc4ccccc4c3C)n2)cc1	7	i	2.5	1	-4	3	3	6	-3	-5
O=C(Nc1ccccc1C(=O)N1CCOCC1)C1COc2ccccc2O1 (stereo not drawn)	-2	i	-0.4	0	-17	-4	-8	3	-8	-2
COC(=O)C(C(=O)OC)C(C(=O)OC)C(C(=O)OC)C(=O)OC	0	i	-1.3	3	12	3	-11	-14	2	1
Cc1cccc(NC(=O)c2c(O)c3ccccc3[nH]c2=O)c1	4	i	-3.0	-7	-5	-4	-14	0	4	-3
O=C(Nc1ccccc1Cl)c1ccc(S(=O)(=O)N2CCOCC2)cc1	1	i	-1.3	2	-20	-3	-7	3	0	-2
Cc1ccn(CCC(=O)N2CCCC(N3CCN(c4ccccc4C)CC3)C2)n1 (stereo not drawn)	3	i	0.3	-3	-1	7	4	/	-1	0
Cc1cc(NC(=O)CCC(=O)N(Cc2ccco2)C(C(=O)NC2CCCCC2)c2ccccc2)no1 (stereo not drawn)	0	i	-0.1	-1	3	-1	3	-2	2	0
O=C1CC(Cc2ccccc2)C(=O)N1c1ccccn1 (stereo not drawn)	2	i	-1.3	-4	-5	1	3	-3	-5	0
COc1cc(CNc2cccc(C(=O)O)c2)cc(Br)c1OCC(=O)NC(C)(C)C	-1	i	-0.5	2	4	2	24	0	5	-1
COc1ccc(C(C(=O)c2ccccc2)c2ccccc2)cc1 (stereo not drawn)	3	/	2.2	1	3	/	0	/	/	/
CC(=O)Nc1cccc(-c2csc(NCc3ccccc3)n2)c1	2	i	1.4	-1	-3	-10	26*	-7	1	-1

Filtered by structure: the entries above with two or more sulfur atoms.
smiles	MT1-MMP act inh	Rpn11 inh	LMPTP inh	SUMO1 PPI mod	SKN-1 inh	NadD inh	NRP1-CendR mod	Scp1 inh	DNMT1 block	STEP block
CCN(CC)CCN(C(=O)/C=C/c1cccs1)c1nc2ccc(OC)cc2s1	-2	i	-0.3	6	29	-3	5	-13	1	-1
CCc1nc(SCC(=O)Nc2cc(C)ccc2OC)c2c(C)c(C)sc2n1	-7	i	3.8	-9	-10	-1	0	-3	4	5

Remaining list, next part
smiles	MT1-MMP act inh	Rpn11 inh	LMPTP inh	SUMO1 PPI mod	SKN-1 inh	NadD inh	NRP1-CendR mod	Scp1 inh	DNMT1 block	STEP block
C[C@@H]1CN([C@H](C)CO)C(=O)c2cc(NC(=O)Nc3ccc(F)cc3)ccc2O[C@H]1CN(C)C(=O)Nc1ccc(C(F)(F)F)cc1	7	i	0.8	13	18	10	8	-4	-12	-1
CSc1cccc(NC(=S)N(CCC(C)C)C2CCN(C(C)C)CC2)c1	2	i	-1.5	0	-4	-10	4	-1	-2	-1
Cc1cc(N2CCN(C)CC2)nc2ccc(NC(=S)N3CCC4(CC3)OCCO4)cc12	4	i	0.2	2	-3	-3	-19	-7	5	0
O=C(CCC(=O)OCC(=O)c1ccc(-c2ccccc2)cc1)Nc1cccc(Cl)c1	-3	i	0.2	-7	14	9	-2	-13	12	-1
Cc1ccc(-c2cc(-c3nnc(SCC(=O)NCC(C)C)n3N)c3ccccc3n2)cc1	-1	i	1.0	-17	-6	-3	-4	17	-6	4
CC(=O)N(CC(=O)Nc1sc(C)c(C)c1C(N)=O)Cc1ccccc1	5	i	0.3	2	5	1	13	-10	0	0
COc1ccc(OC)c(C=Cc2ccc([N+](=O)[O-])cc2)c1	-6	i	0.2	-24	13	-2	-6	/	-2	0
CC(=O)Nc1ccccc1OC(=O)N1CCOCC1	5	i	-0.3	-3	-2	-2	12	0	1	-1
COc1ccc(C(=O)c2ccc([N+](=O)[O-])cc2)cc1S(=O)(=O)N1CCC(C(=O)O)CC1	-1	i	0.1	-28	13	-5	-9	-4	1	1
O=C1Cc2ccccc2Sc2ccc(Cl)cc21	1	i	3.9	-2	23	9	18	-12	1	3
O=C(c1cccc(C(=O)N2CCN(c3ncccn3)CC2)c1)N1CCN(c2ncccn2)CC1	6	i	-2.3	0	17	-6	14	0	0	-1
Cc1cc(OCC[N+]2(C)CCCCC2)nc2ccccc12	0	i	0.0	-1	-8	10	-7	102*	6	-3
CCN1CCc2nc3ccccc3c(C(=O)Nc3ccc(F)cc3)c2C1	-7	i	-0.8	-11	-6	-2	0	0	-8	-2
O=C(Nc1ccc(N2CCOCC2)c(Cl)c1)C1CCCCC1	1	i	-0.2	4	7	3	-4	-5	-1	-4
CCCCCCCCC(=O)N1CCN(c2cc3c(cc2F)c(=O)c(C(=O)O)cn3CC)CC1	-7	i	15	1	8	5	12	-10	-4	2
COc1ccc(CCNC(=O)CCc2cc(OC)c(OC)c(OC)c2)cc1	4	i	-3.0	0	-5	-4	-5	-7	3	-1
CCOC(=O)C1CCN(C(=O)Cn2nc(C)n3cccc3c2=O)CC1	0	i	-1.1	2	10	-3	6	-13	1	-3
CCCCN(C)CCCNC(=O)c1ccc2c(c1)NC(=O)C(N1CCOCC1)S2 (stereo not drawn)	4	i	1.3	0	7	1	-11	-7	-1	-2
Cc1nc2ccccn2c1C(=O)NCC(C)C	-3	i	-1.8	-2	0	-4	1	-5	1	2
O=C(c1cc(-c2ccc(F)cc2)on1)N1CCCc2ccccc21	0	i	0.6	-4	-4	-13	14	-11	-1	0
CCOc1ccccc1NC(=O)C(C)N1C(=O)c2ccccc2S1(=O)=O (stereo not drawn)	4	i	-0.3	2	-9	-2	2	-8	7	2
CC(C)CC(=O)NC1(C(F)(F)F)C(=O)Nc2c1c(=O)[nH]c(=O)n2Cc1ccco1 (stereo not drawn)	-1	i	-2.1	5	-7	1	-5	0	1	3
CC[C@@H]1CCCCc2ccccc2[C@@H](C(=O)C[C@H](O)CC(C)=O)OC1=O	-7	i	1.0	0	-2	-1	-8	-2	4	1
COc1cccc(Oc2ccc(N)cn2)c1	3	i	0.3	-2	-20	-3	-10	-5	-8	1
